Bioassay records as filed in PubChem BioAssay.
FLuc inh – Photinus pyralis luciferase inhibition. P08659. Potency, µM (top dose mostly 115 µM), without a hit: top-dose activity change, negative = inhibition, most hits filed as inhibitors. purified P. pyralis luciferase, luminescence, biochemical. actives 2.5% (n = 76,000). AID 1347043; also: potency is read from the fitted curve at half-maximal effect; nearly all actives have a fitted effect of over 65% in size
Target sequence (P08659 whole entry, looked up): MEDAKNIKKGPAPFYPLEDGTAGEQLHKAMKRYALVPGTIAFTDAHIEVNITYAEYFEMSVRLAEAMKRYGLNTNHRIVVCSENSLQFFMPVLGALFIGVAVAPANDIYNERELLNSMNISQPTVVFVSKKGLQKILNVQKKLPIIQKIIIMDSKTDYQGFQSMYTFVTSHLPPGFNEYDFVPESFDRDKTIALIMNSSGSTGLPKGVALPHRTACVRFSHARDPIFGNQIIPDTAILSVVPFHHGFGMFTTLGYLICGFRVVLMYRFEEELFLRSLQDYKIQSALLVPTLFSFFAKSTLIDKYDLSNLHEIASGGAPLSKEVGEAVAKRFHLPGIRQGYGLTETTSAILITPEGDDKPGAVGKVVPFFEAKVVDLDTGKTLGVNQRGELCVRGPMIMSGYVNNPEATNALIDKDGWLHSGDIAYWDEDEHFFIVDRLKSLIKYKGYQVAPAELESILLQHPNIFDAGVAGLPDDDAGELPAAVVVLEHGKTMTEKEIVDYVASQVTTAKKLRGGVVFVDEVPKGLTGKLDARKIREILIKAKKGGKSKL
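FLuc 10nM, D-luciferin 10uM, ATP 10uM, Mg acetate 10mM, Tris acetate pH 7.5, Tween/BSA; cpd qHTS; enzyme added last; CCD luminescence.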
IP6K1 inhibitor – inhibitors of human IP6K1 | Q92551 | IP6K1 kinase, ADP-Glo luminescence, 2 h; stronger effect = lower value | activity change, % (series mostly up to about 58 µM) | actives 0.81% (n = 140,000); in the data active = activity change below about -25%
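ADP-Glo luminescence measures ADP made by human IP6K1 during a 2 h RT reaction with ATP/IP6 (mix at 1.3 mM/130 uM); top library doses 57.5 and 19.1 uM final.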
HEK293 viab – reduces viability of HEK-293 SNCA reporter cells | HEK-293-SNCA-luc viability, GF-AFC fluorescence, 24 h | AID 1671193 | Potency, µM (series often up to 57.1 µM), for the others: at the top dose activity change, negative = cytotoxicity, actives largely listed as cytotoxic | actives 0.12% (n = 150,000);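 also: potency is read from the fitted curve at half-maximal effect; 0% = DMSO-treated cells and -100% = medium-only wells without cells; nearly all actives have a fitted effect of over 30% in size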
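Cytotoxicity counterscreen: after 24 h compound treatment of genome-edited SNCA-luciferase HEK-293 cells, live-cell protease substrate GF-AFC read by fluorescence after 30 min; activity scaled between DMSO (0%) and medium-only (-100%), curves Hill-fitted.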
NIH3T3 tox – kills NIH 3T3 cells | NIH 3T3 viability, CellTiter-Glo ATP luminescence, 48-72 h | Potency, µM (highest dose often 96.7 µM), for inactives: at the highest dose activity change, negative = cytotoxicity, actives largely listed as inhibitors | actives 4.3% (n = 94,000); also: potency is read from the fitted curve at half-maximal effect; nearly all actives have a fitted effect of over 55% in size
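Viability of NIH 3T3 cells after 48 or 72 hr compound treatment at 37 °C was assessed by CellTiter-Glo, with luminescence imaged following a 10 min room-temperature step.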
HEK293 tox – HEK 293 cell cytotoxicity; HEK 293 viability, ATP luminescence (CellTiter-Glo), 48-72 h; Potency, µM (doses to about 115 µM), inactives show at the top dose activity change, negative = cytotoxicity, usual class: inhibitors; actives 6.6% (n = 94,000); AID 1345083; also: potency is read from the fitted curve at half-maximal effect; nearly all actives have a fitted effect of over 60% in size
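250 HEK 293 cells/well; compound by pintool; incubated 48 or 72 hr at 37 degree Celsius; CellTiter-Glo added, 10 min RT, luminescence imaged.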
GPT2 inhibitor – blocks human glutamate pyruvate transaminase 2; Q8TD30; Recombinant GPT2, coupled pyruvate oxidase/HRP Amplex Red fluorescence; Potency, µM (titrated, usually from 57.7 µM), inactives show top-dose activity change, negative = inhibition, actives largely listed as inhibitors; actives 0.25% (n = 100,000); AID 1671188; also: potency is read from the fitted curve at half-maximal effect; nearly all actives have a fitted effect of over 60% in size; many of its hits are not listed in these tables
Target sequence (Q8TD30 whole entry, looked up): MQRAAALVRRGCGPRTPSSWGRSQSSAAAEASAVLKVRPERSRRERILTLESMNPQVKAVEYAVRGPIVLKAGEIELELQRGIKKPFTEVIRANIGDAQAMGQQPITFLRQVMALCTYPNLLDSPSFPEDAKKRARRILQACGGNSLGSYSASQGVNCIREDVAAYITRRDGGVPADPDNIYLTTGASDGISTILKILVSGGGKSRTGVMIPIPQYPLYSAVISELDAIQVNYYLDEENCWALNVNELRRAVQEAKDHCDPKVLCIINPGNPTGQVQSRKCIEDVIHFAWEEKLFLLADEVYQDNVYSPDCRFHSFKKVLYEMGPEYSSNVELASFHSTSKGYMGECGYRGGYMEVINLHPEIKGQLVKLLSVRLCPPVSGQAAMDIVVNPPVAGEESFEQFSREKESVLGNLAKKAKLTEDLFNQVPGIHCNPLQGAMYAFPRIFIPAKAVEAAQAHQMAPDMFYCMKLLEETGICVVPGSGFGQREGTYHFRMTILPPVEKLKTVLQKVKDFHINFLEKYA
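Recombinant GPT2 (10ng/uL) with 250uM a-KG and 2mM L-alanine, 30 min at room temperature, in HEPES pH 7.5 buffer. Pyruvate detected by pyruvate oxidase/HRP/Amplex Red fluorescence after 30 min in the dark; AOA (50uM) as positive control.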
SNCA expr inhib – inhibitors of alpha-synuclein (SNCA) gene expression; AID 1671194; Potency, µM (highest dose often 57.2 µM), for inactives: top-dose activity change, negative = inhibition, actives largely listed as inhibitors; actives 0.17% (n = 140,000); HEK-293 SNCA-luciferase knock-in, luminescence, 24 h;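 also: potency is read from the fitted curve at half-maximal effect; plate controls were DMSO cells for no effect and cell-free wells for full effect; nearly all actives have a fitted effect of over 45% in size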
* hit, by the source's call; i = inactive; ? = inconclusive; · = not tested or not shown; [ ] = remark or other dose. Unless noted, calls follow the shape of the dose curve; as a rule, active = well fitted curve in the direction sought with a large enough effect; inconclusive = small, poorly fitted or top-dose-only effect, or another doubt; inactive = no such curve, though single readings can be large; an effect the other way counts as inactive or inconclusive. Unless noted, % is scaled to controls: 0 for no effect and ±100 for the full control effect.

1	CCOC(=O)Cn1c(=O)n(CC2CCCO2)c2nc(-c3ccc(OC)cc3OC)nc(C(N)=O)c21 (centres undefined)
2	COc1ccc(Cl)cc1NC(=O)C[C@H]1NC(=O)c2ccccc2NC1=O
3	CCCOc1ccc(C(=O)N(Cc2ccc(Cl)cc2)Cc2ccco2)cc1
4	COc1c(C)cnc(Cn2c(-c3ccccc3)nc(C)c(CCO)c2=O)c1C
5	O=C(Cn1nc2c(cc1=O)CCCC2)N1CCN(c2ccc(Cl)cc2)CC1
6	OCc1cc(CC2(NCc3ccccc3O)COC2)no1
7	COC(=O)CNC(=O)c1cc(-c2ccc(Cl)cc2Cl)nc2c1cnn2C
8	CN(C)C(=O)c1cc(-c2cnccc2Cl)c2cccn2n1
9	COc1ccc(OC)c(CNC(=O)CC2CCOCC2)c1
10	CN1CCC2(CC1)Cc1ccccc1CN([S+](C)(=O)[O-])C2
entry no. | 1 | 2 | 3 | 4 | 5 | 6 | 7 | 8 | 9 | 10
IP6K1 inhibitor | 7 | 9 | 26 | -8 | -4 | 19 | -2 | 4 | 1 | -2
HEK293 tox | · | ? | · | ? | -19% | -13%[230 µM] | i | 4% | -14% | i
SNCA expr inhib | 26% | 15% | -17% | 12% | -6% | 25%[87.6 µM] | 4% | 13% | -19% | 3%
NIH3T3 tox | · | ? | · | 45µM* | -13% | -18%[230 µM] | -14% | -3% | -6% | i
FLuc inh | · | 0% | · | -10% | 4% | -17%[230 µM] | · | · | -8% | ·
HEK293 viab | 6% | 2% | -2% | 8% | 1% | -4%[87.6 µM] | 3% | -6% | -3%[12.5 µM] | -1%
GPT2 inhibitor | · | i | · | i | i | ? | -16% | -6% | i | i

11	Cc1cccc(COc2ccc(-c3cc(C(F)(F)F)n4nc(C)cc4n3)cc2)c1
12	O=C(NCc1cccnc1)c1cn2cc(-c3cccc(C(F)(F)F)c3)sc2n1
13	O=C(c1cc(C2CC2)[nH]n1)N1CCc2c(nc(-c3ccccn3)[nH]c2=O)C1
14	Nc1ncccc1CN1CCc2c(n(Cc3ccccc3)n(-c3ccccc3)c2=O)C1
15	CCN1C(=O)C2CC3(CCN(S(=O)(=O)c4ccc5c(c4)CCC5)CC3)CN2C1=O (centres undefined)
16	CC(C)(C)C(=O)N1CCC(F)(c2nc(-c3ccncc3)no2)CC1
17	Cc1cccc(NC(=O)CSc2cn(CC(=O)N3CCC(C)CC3)c3ccccc23)c1C
18	C[C@@]12CCC(=O)C[C@@H]1C[C@H](OC(=O)Nc1ccccc1)CC2
19	CN(C)C(=O)C1CCc2nnc(C3CCN(C(=O)c4ccc(Cl)cc4Cl)CC3)n21 (centres undefined)
20	COc1ccc(CN(C(=O)c2ccco2)c2ccc(CC(=O)NCCc3ccccc3)cc2)cc1
entry no. | 11 | 12 | 13 | 14 | 15 | 16 | 17 | 18 | 19 | 20
IP6K1 inhibitor | 10 | 1 | -12 | -4 | 10 | -13 | 7 | 3 | -11 | 0
HEK293 tox | · | 28µM* | ? | ? | -16% | ? | · | ? | i | ?
SNCA expr inhib | 1% | 35%[activator] | 9% | -4%[87.6 µM] | 40%[activator] | 7% | -27% | · | 5% | ?
NIH3T3 tox | · | ? | ? | -25%[138 µM] | -15% | 0% | · | ? | i | ?
FLuc inh | · | · | -6% | -3%[172 µM] | 8% | 0% | · | · | · | -18%
HEK293 viab | 10% | -7% | -3% | -11%[87.6 µM] | 13% | 6% | 0% | · | 0% | -23%
GPT2 inhibitor | · | i | -8% | 1%[88.5 µM] | -6% | 0% | · | · | i | i

21	OC1(CN2CCCCC2)CCN(c2cccc(C(F)(F)F)n2)C1 (centres undefined)
22	C#CCNC(=O)C1CCc2nnc(CNC(=O)c3cccnc3)n21 (centres undefined)
23	Cc1ccc(C(=O)N2CCCC3(C2)NC(=O)N(Cc2ccc(Cl)cc2)C3=O)cc1F (centres undefined)
24	CN(C)CCNC(=O)Cn1ccc2cc(S(=O)(=O)N3CCCCCC3)ccc21
25	Cc1ccccc1CSc1nc2cccnc2n1Cc1ccc(C(=O)NCCc2cccs2)cc1
26	Cn1cccc1C(=O)N1CC(Oc2cccc(-c3nc(-c4ccccc4)no3)c2)C1
27	CCCCOc1cccc(C(=O)N(Cc2sccc2C)C2CCS(=O)(=O)C2)c1 (centres undefined)
28	Cc1cc(C)cc(-c2ccc(CN3CCCC3C(=O)NC3CCCC3)cc2)c1 (centres undefined)
29	CCN1c2ccccc2-c2nc(SCC(=O)NCc3ccc(Cl)cc3)ncc2S1(=O)=O
30	Cc1noc(-c2cccn3c(CNC(=O)c4ccc(C(C)(C)C)cc4)nnc23)n1
entry no. | 21 | 22 | 23 | 24 | 25 | 26 | 27 | 28 | 29 | 30
IP6K1 inhibitor | -4 | 10 | 11 | 12 | 9 | 0 | 0 | 2 | 33 | 5
HEK293 tox | i | -7% | ? | · | · | 45µM* | · | 28µM* | · | ?
SNCA expr inhib | -3% | 3% | -17% | -14% | 22% | 1% | -1% | ? | -9% | 29%
NIH3T3 tox | 3% | -4% | -22% | · | · | ? | · | 22µM* | · | -30%
FLuc inh | 1% | · | 1% | · | · | ? | · | · | · | 7.9µM*
HEK293 viab | 16% | 0% | -13% | -9% | -23% | -18% | -1% | -8% | -17% | 8%
GPT2 inhibitor | i | 3% | i | · | · | i | · | i | · | i

31	COc1ccc(N2CCN(C(=O)CCn3c(=O)[nH]c4cc(OC)c(OC)cc4c3=O)CC2)cc1
32	CC1(C)[C@H]2CC[C@@H](CNC(=O)c3ccccc3Cl)[C@@H]1C2
33	CC(=O)N1CCCC2(Cc3ccccc3CN2C(=O)c2ccccc2)C1 (centres undefined)
34	COCCn1c(C)cc(O)c(C(c2ccc(F)cc2)N2CCC(C)CC2)c1=O (centres undefined)
35	C#CC(C)(C)NS(=O)(=O)c1cc(-c2nnc(Nc3ccc(C)cc3)c3ccccc23)ccc1C
36	COc1ccc2[nH]c3c(c2c1)CCNC31CCN(C(=O)c2ccncc2)CC1
37	COc1ccc(Cn2c(C(=O)O)c(CNCc3ccco3)c3ccc(C)cc32)cc1
38	CCN(Cc1ccccc1)C(=O)CCc1nc(C2CCCN2S(C)(=O)=O)no1 (centres undefined)
39	Cc1ccc(N2CCN(C(=O)c3nn(C)c4c3CS(=O)(=O)c3ccccc3-4)CC2)c(C)c1
40	COc1ccc(Cl)cc1NC(=O)N1CCC(CN2CCc3ccccc3C2)CC1
entry no. | 31 | 32 | 33 | 34 | 35 | 36 | 37 | 38 | 39 | 40
IP6K1 inhibitor | -9 | 0 | 1 | -11 | -4 | 0 | 12 | 6 | -3 | 17
HEK293 tox | · | ? | -10% | · | · | -25% | · | -11% | · | ·
SNCA expr inhib | -4% | -9%[87.6 µM] | 2% | 12% | -11% | 13% | 0% | 10% | -7% | -8%
NIH3T3 tox | · | ? | 5% | · | · | ? | · | -18% | · | ·
FLuc inh | · | 0%[172 µM] | · | · | · | -12% | · | -3% | · | ·
HEK293 viab | -9% | 2%[87.6 µM] | 2% | 3% | -7% | 9%[12.5 µM] | -7% | -1% | 6% | 8%
GPT2 inhibitor | · | i | -7% | · | · | i | · | -11% | · | ·

41	Cn1c(CN2CCCCC2)nc2cc(NC(=O)c3ccc(Cl)cc3)ccc21
42	Cc1ccc(NC(=O)Cn2cnc3sc(C)c(S(=O)(=O)N4CCN(c5ncccn5)CC4)c3c2=O)cc1F
43	CCCCOC(=O)c1c(C)oc2ccc(NS(=O)(=O)c3ccc(F)cc3C)cc12
44	OCc1cc(CC2(NC3CCC3)COC2)no1
45	Cc1ccc(CCNC(=O)CN(c2ccc(C)cc2)S(=O)(=O)N(C)C)cc1
46	CC(C)C(=O)N1Cc2ccccc2OC2(CCN(C(C)C)CC2)C1
47	Cc1ccc(CN2CCN(c3nc(C)ccc3C#N)CC2CCO)cc1 (centres undefined)
48	CCOC(=O)c1ccc(Nc2nc(C)cc(C)n2)cc1
49	CCCc1nnc(C[C@@H]2C[C@@H](C(C)C)[C@H](CN3CCC(O)CC3)C=C2C)o1
50	CC(=O)c1ccc(N2CCN(c3nc4c(S(=O)(=O)c5ccccc5)nnn4c4ccc(Cl)cc34)CC2)cc1
51	CCC(=O)Nc1sc2c(c1C(=O)Nc1cccc(C)c1)CCCC2
52	COc1ccc(CCNC(=O)c2ccc3nnc(-c4cccnc4)n3c2)cc1
53	COC(=O)C1CCN(C(=O)CC[C@H]2CNC(=O)[C@H]3NCC[C@H]3N2C)CC1
entry no. | 41 | 42 | 43 | 44 | 45 | 46 | 47 | 48 | 49 | 50 | 51 | 52 | 53
IP6K1 inhibitor | -1 | -1 | -8 | -11 | -4 | 7 | 2 | -3 | 0 | 22 | 0 | 2 | 3
HEK293 tox | · | · | · | -10%[230 µM] | · | -11% | ? | · | 4%[172 µM] | · | · | -8% | -1%[172 µM]
SNCA expr inhib | -7% | -16% | ? | -8%[87.6 µM] | 2% | -28% | 5% | 22% | 7%[87.6 µM] | 26% | 23% | -26% | 0%[87.6 µM]
NIH3T3 tox | · | · | · | -4%[174 µM] | · | -25% | -26% | · | -1%[174 µM] | · | · | -6% | -28%[174 µM]
FLuc inh | · | · | · | -3%[230 µM] | · | 1% | 1% | · | 2%[172 µM] | · | · | · | -9%[172 µM]
HEK293 viab | -12% | -10% | -4% | 5%[87.6 µM] | 0% | -8% | 1% | 3% | -10%[87.6 µM] | -6% | -7% | -1% | -2%[87.6 µM]
GPT2 inhibitor | · | · | · | -10%[88.5 µM] | · | 3% | i | · | i | · | · | i | -28%[88.5 µM]

Structures shown so far with fluorine:
11	Cc1cccc(COc2ccc(-c3cc(C(F)(F)F)n4nc(C)cc4n3)cc2)c1
12	O=C(NCc1cccnc1)c1cn2cc(-c3cccc(C(F)(F)F)c3)sc2n1
16	CC(C)(C)C(=O)N1CCC(F)(c2nc(-c3ccncc3)no2)CC1
21	OC1(CN2CCCCC2)CCN(c2cccc(C(F)(F)F)n2)C1 (centres undefined)
23	Cc1ccc(C(=O)N2CCCC3(C2)NC(=O)N(Cc2ccc(Cl)cc2)C3=O)cc1F (centres undefined)
34	COCCn1c(C)cc(O)c(C(c2ccc(F)cc2)N2CCC(C)CC2)c1=O (centres undefined)
42	Cc1ccc(NC(=O)Cn2cnc3sc(C)c(S(=O)(=O)N4CCN(c5ncccn5)CC4)c3c2=O)cc1F
43	CCCCOC(=O)c1c(C)oc2ccc(NS(=O)(=O)c3ccc(F)cc3C)cc12
entry no. | 11 | 12 | 16 | 21 | 23 | 34 | 42 | 43
IP6K1 inhibitor | 10 | 1 | -13 | -4 | 11 | -11 | -1 | -8
HEK293 tox | · | 28µM* | ? | i | ? | · | · | ·
SNCA expr inhib | 1% | 35%[activator] | 7% | -3% | -17% | 12% | -16% | ?
NIH3T3 tox | · | ? | 0% | 3% | -22% | · | · | ·
FLuc inh | · | · | 0% | 1% | 1% | · | · | ·
HEK293 viab | 10% | -7% | 6% | 16% | -13% | 3% | -10% | -4%
GPT2 inhibitor | · | i | 0% | i | i | · | · | ·
